PGE2 EP2 inh: blocks the human prostaglandin E2 receptor EP2. P43116. C6 glioma cells expressing human EP2, cAMP TR-FRET; cells stimulated with saturating PGE2. inhibition, % at 25 µM. hit rate 0.52% among 260,000;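 active means percent inhibition above 40 after rounding to a whole number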;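 further: rat C6 glioma host cells with rolipram phosphodiesterase inhibitor present; the protocol text gives 20 µM as final concentration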
Target sequence (P43116 whole entry, looked up): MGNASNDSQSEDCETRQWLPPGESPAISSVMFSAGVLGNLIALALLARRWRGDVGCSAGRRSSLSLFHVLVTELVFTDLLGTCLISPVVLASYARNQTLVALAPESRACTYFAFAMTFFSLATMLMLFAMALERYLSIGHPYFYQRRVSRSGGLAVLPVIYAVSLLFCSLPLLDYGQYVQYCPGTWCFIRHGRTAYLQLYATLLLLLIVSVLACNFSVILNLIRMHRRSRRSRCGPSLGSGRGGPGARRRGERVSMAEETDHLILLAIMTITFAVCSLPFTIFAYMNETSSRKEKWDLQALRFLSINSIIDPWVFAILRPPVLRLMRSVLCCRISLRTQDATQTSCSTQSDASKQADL
EP2 mod: modulators of human EP2 prostaglandin E2 receptor. hit rate 0.83% among 260,000. P43116. induction, % at 25 µM. EP2-expressing cells, cAMP HTRF FRET, PGE2 co-stimulation;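 active means compounds whose cAMP rise, as percent of the full-agonist control response, exceeds 60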;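 further: rat C6 glioma line stably carrying human EP2 under a CMV promoter; the protocol text gives 20 µM as final concentration; 100% = response of wells given 1 µM PGE2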
Starred values were filed as active, the others as inactive; & = joins results of further samples.

Values in the order: PGE2 EP2 inh, EP2 mod
(1) COc1ccc(NC(=S)N2CCN(c3nc4c(c(=O)n(C)c(=O)n4C)n3C)CC2)cc1
  32, 5
(2) O=C(O)CCCCn1ccc(=O)[nH]c1=O
  4, 3
(3) Cc1cccc(C)c1OCC(=O)Nc1ccc(S(=O)(=O)Nc2ncccn2)cc1
  6, 0
(4) COc1ccc2c(c1)cc(C)c1nn(CC(N)=O)c(=O)n12
  14, 84*
(5) COc1cc(Cl)ccc1NC(=O)CN1C(=O)C2CCCN2C(=O)c2ccccc21 (stereo unspecified)
  8, -6
(6) COc1ccc(N2CCN(C(=O)CN(c3ccccc3OC)S(C)(=O)=O)CC2)cc1
  5, -14
(7) CCc1[nH]nc2c1C(c1ccccc1Cl)C(C#N)=C(N)O2 (stereo unspecified)
  7, 3
(8) C[N+](C)(C)CCOP(=O)([O-])OP(=O)(O)OC[C@H]1OC(n2ccc(N)nc2=O)[C@H](O)[C@@H]1O (stereo partly specified)
  11, 19
(9) COc1cc(NC(=O)C2CC(c3cccc(Br)c3)=NO2)cc(OC)c1OC (stereo unspecified)
  7, -108
(10) COc1ccc2c(c1)OC1(CCN(CC(O)c3ccc4c(c3)CCC4)CC1)CC2O (stereo unspecified)
  6, -33
(11) CN1CCN(Cc2nc3cccc4c3c([n+]2[O-])-c2ccccc2-4)CC1
  7, -9
(12) COCCn1c(N2CCNCC2)nc2c1c(=O)n(C)c(=O)n2C
  13, -8
(13) O=C(CSc1nnc2n(Cc3ccc(F)cc3)c3ccccc3n12)Nc1nccs1
  8, -12
(14) O=C(NC1CCCC1)C(c1cccs1)N(C(=O)Cc1cccs1)c1ccccc1F (stereo unspecified)
  7, 29
(15) COc1ccccc1-c1ocnc1C(=O)Nc1ccccc1CN(C)C1CCCCC1
  6, 34
(16) CCOc1ccc(OCC)c(NC(=O)CN2CCC(n3nnc4cc(F)ccc43)CC2)c1
  6, 39
(17) OC[C@H]1OC([S-])[C@H](O)[C@@H](O)[C@@H]1O.[Au+] (stereo partly specified)
  7, 16
(18) Cc1cccc2cc(C(c3nnnn3C(C)(C)C)N3CCN(c4ccc(F)cc4)CC3)c(=O)[nH]c12 (stereo unspecified)
  14, 8
(19) CCc1nn(CCC(N)=O)c(=O)c2cc3sccc3n12
  2, -10
(20) O=C(Nc1nncs1)Nc1cccc2ccccc12
  15, -66

Single records (already shown). Order of screens: PGE2 EP2 inh | EP2 mod
CCc1[nH]nc2c1C(c1ccccc1Cl)C(C#N)=C(N)O2 (stereo unspecified) as listed: 7 | 3
OC[C@H]1OC([S-])[C@H](O)[C@@H](O)[C@@H]1O.[Au+] (stereo partly specified) as listed: 7 | 16

The main list resumes, repeating the two entries before the break.
Values in the order: PGE2 EP2 inh, EP2 mod
(19) CCc1nn(CCC(N)=O)c(=O)c2cc3sccc3n12
  2, -10
(20) O=C(Nc1nncs1)Nc1cccc2ccccc12
  15, -66
(21) CCC(C)N1CC23C=CC(O2)C(C(=O)O)C3C1=O (stereo unspecified)
  7, 11
(22) CCOC(=O)c1ccc(NC(=O)CSc2nc3c(C)c(C)ccc3cc2C#N)cc1
  18, 41
(23) O=C(Cn1cc(C(=O)C2CC2)c2ccccc21)Nc1ccc(F)cc1
  11, -13
(24) Cc1cccc2cc(CN(C(=S)NC3CCCCC3)C3CCCC3)c(=O)[nH]c12
  8, 22
(25) O=C(Cc1ccccc1Cl)N1CCCC(c2noc(-c3ccccn3)n2)C1 (stereo unspecified)
  9, 4
(26) OCc1ccccc1O[C@@H]1O[C@H](CO)[C@@H](O)[C@H](O)[C@H]1O
  9, 2
(27) COC(=O)Oc1ccccc1C(=O)O
  11, 18
(28) CCc1c(C)sc2ncn(C3CCN(CC(N)=O)CC3)c(=O)c12
  8, -14
(29) COc1ccc2c(c1)C(=O)CC1(CCN(C(=O)C3CCCC3)CC1)O2
  6, -37
(30) O=C(Cc1ccc(F)cc1Cl)N1CCn2c(nnc2C2CC2)C1
  4, -19
(31) CCCOc1ccc(-c2csc(NC(=O)COC)n2)cc1
  22, -2
(32) CCN(CC)C(=O)N(CCc1ccccc1)Cc1cc2cc(C)ccc2[nH]c1=O
  8, -246
(33) COc1cc(OC)c(C2C3=C(CCCC3=O)NC3=C2C(=O)c2ccccc23)cc1OC (stereo unspecified)
  7, -18
(34) COCCCNC(=O)c1c(C)c(-c2ccccc2)nc2c(C)cc(C)cc12
  23, -95
(35) COC(=O)c1ccccc1NC(=O)CSc1ncccc1-c1nc2ccccc2[nH]1
  12, -30
(36) COc1c(Cl)ccc(Cl)c1C(=O)Nc1sc2c(c1C#N)CCCC2
  10, -17
(37) O=C1NC2(CCN(C(=O)c3cccs3)CC2)Oc2ccccc21
  7, -33
(38) COC(=O)C1C=CCN1C(=O)C1ON=C(c2ccc(F)cc2)C1C (stereo unspecified)
  6, -5
(39) CC(C)OC(=O)CN1CCN(C2CCCCC2)CC1
  11, 3
(40) CCNC(=S)N(Cc1cc2ccc(OC)cc2[nH]c1=O)C1CCCCC1
  17, -45

Values in the order: PGE2 EP2 inh, EP2 mod
(41) CCn1c(SCC(=O)Nc2ccc(F)cc2)nc2ccccc2c1=O
  11, -130
(42) CCC(C)NC(=O)CSc1nnc(-c2ccoc2C)n1-c1cccc(C)c1 (stereo unspecified)
  12, 16
(43) COc1ccc(S(=O)(=O)N2CCCC(C(=O)Nc3ccc(NC(C)=O)cc3)C2)cc1 (stereo unspecified)
  3, -45
(44) Cc1cccc(NC(=O)CSc2nnc(-c3cccnc3)n2C)c1C
  6, -6
(45) C/C=C/Cn1c(N(CC)CC)nc2c1c(=O)[nH]c(=O)n2C
  10, 12
(46) COc1ccccc1CC(=O)N1CCCC(c2nc3sc(C)c(C)c3c(=O)[nH]2)C1 (stereo unspecified)
  7, 15
(47) NS(=O)(=O)c1ccc(N=Nc2cc3ccccc3c(C(=O)O)c2O)cc1
  45*, -7
(48) O=C(O)c1nnsc1-c1ccc(-c2snnc2C(=O)O)cc1
  23, -25
(49) CCNc1nc(C)c([N+](=O)[O-])c(C)c1C#N
  12, 69*
(50) CCCn1c(SCC(=O)Nc2ccccc2C)nnc1C(C)C
  10, -25
(51) CCOC(=O)C1=C(C)NC(C)=C(C(=O)OCC)C1c1cc2cc(C)c(Cl)cc2[nH]c1=O
  6, 21
(52) O=C(O)CCNc1ccccc1C(=O)O
  7, 29
(53) CCC(CC)C(=O)Nc1nnc(C(C)(C)C)s1
  9, -6
(54) CCCC(c1nnnn1Cc1ccc(F)cc1)N(Cc1cc2ccc(C)cc2[nH]c1=O)C1CCCC1 (stereo unspecified)
  8, 18
(55) CCOc1ccc2[nH]c(=O)c(CN(Cc3ccc(F)cc3)C(=S)NC)cc2c1
  23, 41
(56) O=C(NCCN1CCC(O)(c2cccc(F)c2)CC1)c1c(F)cccc1F
  15, -9
(57) COc1cc(CN2CCc3nc(N4CCCC(C)C4)[nH]c(=O)c3C2)ccc1O (stereo unspecified)
  8, 3
(58) CCN(CC)C(=O)COc1ccc(S(=O)(=O)N2CCCC2)cc1
  5, -16
(59) COc1ccc(NC(=O)c2ccc(C3SCC(=O)N3Cc3ccco3)cc2)c(OC)c1 (stereo unspecified)
  13, -102
(60) Cc1cccc(OCc2nnc(SCC(=O)N(C(C)C)C(C)C)n2C)c1C
  10, -6

Values in the order: PGE2 EP2 inh, EP2 mod
(61) COc1ccc(CNC(=O)CSc2nnc3c4c5c(sc4nc(C4CC4)n23)CCCC5)cc1
  5, -49
(62) Cc1ccc2cc(CN(Cc3ccc4c(c3)OCO4)S(=O)(=O)c3ccc(F)cc3)c(=O)[nH]c2c1
  4, 5
(63) CCOc1ccccc1NC(=O)C1CCN(c2c(CC)c(C)nc3ncnn23)CC1
  15, -7
(64) COc1ccc2cc3c(N)c(C(=O)N4CCN(c5ccc(F)cc5)CC4)sc3nc2c1
  5, -53
(65) CCCc1cc(=O)[nH]c(Nc2nc(C)c3cc(C)c(C)cc3n2)n1
  10, -19
(66) O=C(C1CC(c2cccc(Br)c2)=NO1)N1CCCCC1 (stereo unspecified)
  10, -53
(67) CC(C(=O)N1CCCC1)N1CCC(N2CCCCC2)CC1 (stereo unspecified)
  9, 14
(68) CCc1cc2ccccc2nc1SCC(=O)N(C(C)C)C(C)C
  10, 25
(69) CCCOc1c(Cl)cc(C2C3=C(CCCC3=O)NC3=C2C(=O)CCC3)cc1OC
  13, -23
(70) O=C(CN1CCC(n2nnc3cc(F)ccc32)CC1)N(c1ccccc1)c1ccc2ccccc2c1
  19, 8
(71) Cc1ccc(-n2c(SCC(=O)N3CCCC3)nnc2-c2cccnc2)cc1
  7, -47
(72) COc1ccc(S(=O)(=O)N2CCC(C(=O)NC3CCCC3)CC2)cc1C
  14, -1
(73) CC(=O)c1ccc(NC(=O)CSc2nnnn2-c2ccc3c(c2)OCCO3)cc1
  5, -38
(74) O=C(C1=C(O)C(=O)N(CC2CCCO2)C1c1ccc(Cl)cc1)c1ccco1 (stereo unspecified)
  17, 17
(75) COCCNC(=O)C1CCN(S(=O)(=O)c2ccc(OC)c(C)c2)CC1
  6, -3
(76) Cc1ccc(NC(=O)c2cccs2)cc1NC(=O)c1ccc(C(C)(C)C)cc1
  18, 18
(77) Cc1cc(=O)[nH]c(N2CCN(C(=O)c3cc(F)cc(F)c3)CC2)n1
  4, -24
(78) CCc1ccc2[nH]c(=O)c(C(c3nnnn3Cc3ccco3)N3CCCCC3)cc2c1 (stereo unspecified)
  9, 28
(79) CCOc1cc(C2C(C#N)=C(N)OC3=C2C(=O)CCC3)ccc1OCc1cccc(F)c1 (stereo unspecified)
  16, 38
(80) CCC(Oc1ccccc1)C(=O)Nc1nncs1 (stereo unspecified)
  7, -4

Values in the order: PGE2 EP2 inh, EP2 mod
(81) CNc1nc2c(c(=O)n(C)c(=O)n2C)n1Cc1ccc(F)cc1
  11, -8
(82) Cc1[nH]n(-c2ccc(S(=O)(=O)O)cc2)c(=O)c1N=Nc1ccccc1
  37, 26
(83) NNC(=O)/C(=C/c1ccc2c(c1)OCO2)NC(=O)c1ccc(Br)cc1
  7, -11
(84) O=C(CN1C(=O)[C@H]2CCCN2C(=O)c2ccccc21)NCc1ccccc1F
  5, -26
(85) Cc1ccc(C)c(NC(=S)N(CCCO)Cc2cc3ccc(C)c(C)c3[nH]c2=O)c1
  16, -40
(86) CC(C)OC(=O)Cn1nc(C(F)(F)F)c2c1CCC2
  7, -38
(87) O=C(NCc1ccco1)C(c1ccco1)N(C(=O)Cn1nnc2ccccc21)c1cccc(Cl)c1 (stereo unspecified)
  5, 9
(88) NCc1nc2cc3ccccc3cc2[nH]1
  15, -29
(89) CCOC(=O)C1=C(N)OC2=C(C(=O)CCC2)C1c1ccc(OC)cc1 (stereo unspecified)
  12, -4
(90) O=C1CC2(CCN(C(=O)C3CCCC3)CC2)Oc2ccc(Cl)cc21
  5, -57
(91) COC(=O)c1c(C)cc(O)cc1O
  21&11, 9
(92) COC(=O)c1c(NC(=O)c2ccccc2)sc(C(=O)NC2CCCCC2)c1C
  6, -16
(93) Cc1cccc(C(=O)NC2CCN(C(=S)NC3CCCCC3)CC2)c1
  5, -28
(94) Cc1cnc(C(=O)N2CCC3(CC2)NC(=O)c2cc(Cl)ccc2N3)cn1
  2, 17
(95) CC1(C)CC(=O)C2=C(C1)OC(N)=C(C#N)C2c1ccc(-c2cccc(Cl)c2Cl)o1 (stereo unspecified)
  13, -2
(96) COC(=O)c1c(NC(=O)C(C)C)sc(C(=O)Nc2ccc(C)cc2)c1C
  8, -20

19 entries from above, in markdown.
| No. | structure | PGE2 EP2 inh | EP2 mod |
| --- | --- | --- | --- |
| 75 | COCCNC(=O)C1CCN(S(=O)(=O)c2ccc(OC)c(C)c2)CC1 | 6 | -3 |
| 76 | Cc1ccc(NC(=O)c2cccs2)cc1NC(=O)c1ccc(C(C)(C)C)cc1 | 18 | 18 |
| 77 | Cc1cc(=O)[nH]c(N2CCN(C(=O)c3cc(F)cc(F)c3)CC2)n1 | 4 | -24 |
| 78 | CCc1ccc2[nH]c(=O)c(C(c3nnnn3Cc3ccco3)N3CCCCC3)cc2c1 (stereo unspecified) | 9 | 28 |
| 79 | CCOc1cc(C2C(C#N)=C(N)OC3=C2C(=O)CCC3)ccc1OCc1cccc(F)c1 (stereo unspecified) | 16 | 38 |
| 80 | CCC(Oc1ccccc1)C(=O)Nc1nncs1 (stereo unspecified) | 7 | -4 |
| 81 | CNc1nc2c(c(=O)n(C)c(=O)n2C)n1Cc1ccc(F)cc1 | 11 | -8 |
| 82 | Cc1[nH]n(-c2ccc(S(=O)(=O)O)cc2)c(=O)c1N=Nc1ccccc1 | 37 | 26 |
| 83 | NNC(=O)/C(=C/c1ccc2c(c1)OCO2)NC(=O)c1ccc(Br)cc1 | 7 | -11 |
| 84 | O=C(CN1C(=O)[C@H]2CCCN2C(=O)c2ccccc21)NCc1ccccc1F | 5 | -26 |
| 85 | Cc1ccc(C)c(NC(=S)N(CCCO)Cc2cc3ccc(C)c(C)c3[nH]c2=O)c1 | 16 | -40 |
| 86 | CC(C)OC(=O)Cn1nc(C(F)(F)F)c2c1CCC2 | 7 | -38 |
| 87 | O=C(NCc1ccco1)C(c1ccco1)N(C(=O)Cn1nnc2ccccc21)c1cccc(Cl)c1 (stereo unspecified) | 5 | 9 |
| 88 | NCc1nc2cc3ccccc3cc2[nH]1 | 15 | -29 |
| 89 | CCOC(=O)C1=C(N)OC2=C(C(=O)CCC2)C1c1ccc(OC)cc1 (stereo unspecified) | 12 | -4 |
| 90 | O=C1CC2(CCN(C(=O)C3CCCC3)CC2)Oc2ccc(Cl)cc21 | 5 | -57 |
| 91 | COC(=O)c1c(C)cc(O)cc1O | 21&11 | 9 |
| 92 | COC(=O)c1c(NC(=O)c2ccccc2)sc(C(=O)NC2CCCCC2)c1C | 6 | -16 |
| 93 | Cc1cccc(C(=O)NC2CCN(C(=S)NC3CCCCC3)CC2)c1 | 5 | -28 |

High-throughput results deposited in PubChem by Emory University Molecular Libraries Screening Center.

This is a subset. The share of hits here may be higher or lower than overall.
